CRFBP-R2 block: CRF-BP/CRF-R2 complex antagonism; inhibition, % at 11.8 µM; HEK293 CRF-R2/CRF-BP, CRF-induced calcium fluorescence; 350,000 compounds, 0.59% hits; AID 588475;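 active means inhibition of the ligand-induced calcium signal above about 50% at the single tested concentration, limit read from the data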
TAAR1 agonist: human TAAR1 agonism; CHO RD-HGA16 TAAR1, Fluo-8 calcium fluorescence; vehicle wells 0%, saturating PEA agonist 100%; activation, % at 3 µM; 360,000 compounds, 0.99% hits;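 active means activation above the mean activation of all test compounds in the run plus 3 SD, cut at about 38% in these data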
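Test system: RD-HGA16 (CHO) cells co-expressing Gα16 and hTAAR1; dosing: one-point dosing at 3 µM (nominal); timing: 17-24 h seeding, 75 min 37 °C dye, 30 min RT; signal: kinetic Fluo-8 calcium fluorescence; read-out basis: % activation relative to PEA EC100 response; controls: DMSO and PEA EC100; replicates: n 1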
CRFR2-BP ag: CRF-BP/CRF-R2 complex agonism; HEK293 CRF-R2/CRF-BP, calcium dye fluorescence (FLIPR); percent of saturating CRF peptide response; activation, % at 13.2 µM; 350,000 compounds, 0.46% hits; AID 588473;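 active means activation of at least 50%, plus an integration ratio under a set limit after plate pattern correction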;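 further: plate controls were neutral control wells without compound for no effect and CRF at EC100 for full effect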
TAAR1 antag: human TAAR1 antagonism. Q96RJ0. CHO RD-HGA16 TAAR1, Fluo-8 calcium fluorescence, antagonist. inhibition, % at 3 µM. 360,000 compounds, 1.5% hits. AID 624466;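 active means inhibition above a per-plate cutoff, the mean inhibition of test compounds on that plate plus 3 SD, cut at about 49% in these data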;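 further: 0% = DMSO plus EC80 beta-PEA response and 100% = DMSO alone without agonist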
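System: CHO RD-HGA16 cells bearing hTAAR1. Reagent: EC80 β-phenethylamine stimulus. Schedule: seeding 17-24 h prior, 75-min 37 °C, 30-min RT dye loading. Signal: Fluo-8 intracellular calcium dye fluorescence, real-time kinetic reads. Read-out: % inhibition from peak post-agonist over basal fluorescence ratio. Benchmarks: vehicle wells and EC80 agonist wells. Replicates: n of 1.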
M5 antag: blocks acetylcholine activation of human M5 receptor. inhibition, % at 3 µM. AID 624040. CHO-hM5 cells, Fluo-8 calcium fluorescence, ACh EC80. P08912. 360,000 compounds, 0.59% hits;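 active means inhibition above a per-plate cutoff, the mean of that plate's test compounds plus 3 SD, cut at about 27% in these data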;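 further: 0% = acetylcholine EC80 with DMSO and 100% = DMSO without agonist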
Target sequence (P08912 whole entry, looked up): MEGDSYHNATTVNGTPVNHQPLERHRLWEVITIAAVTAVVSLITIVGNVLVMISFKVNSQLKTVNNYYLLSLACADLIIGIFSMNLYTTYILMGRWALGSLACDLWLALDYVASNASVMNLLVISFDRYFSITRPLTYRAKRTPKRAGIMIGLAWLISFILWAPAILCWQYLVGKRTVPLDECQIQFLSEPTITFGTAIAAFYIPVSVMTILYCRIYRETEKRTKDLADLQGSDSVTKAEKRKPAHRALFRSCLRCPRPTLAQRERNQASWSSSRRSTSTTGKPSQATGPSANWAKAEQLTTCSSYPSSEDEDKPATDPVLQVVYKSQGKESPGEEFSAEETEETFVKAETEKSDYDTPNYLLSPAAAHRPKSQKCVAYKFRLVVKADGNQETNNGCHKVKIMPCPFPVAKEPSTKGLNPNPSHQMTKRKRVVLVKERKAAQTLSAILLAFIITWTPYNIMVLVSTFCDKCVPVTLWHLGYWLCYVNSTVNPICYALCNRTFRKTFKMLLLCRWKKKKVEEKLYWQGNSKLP
M5 PAM: CHRM5 positive allosteric modulation; P08912; CHO-K1 hM5, Fluo-8 calcium, ACh EC20 PAM; 0% = ACh EC20, 100% = ACh EC100; activation, % at 3 µM; 360,000 compounds, 0.3% hits; AID 624038;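 active means activation above the run cutoff, the mean activation of all test compounds plus 3 SD, cut at about 18% in these data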
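System: CHO-K1 hM5 cells. Reagent: acetylcholine, EC20 level. Compound dosing: single dose, 3 µM nominal final test concentration. Timing: Post-acetylcholine fluorescence recording 140 s. Detection: Fluo-8 calcium fluorescence. Read-out: % activation, ACh-normalized. Benchmarks: ACh EC20 and EC100 wells. Repeats: singlicate, one well per test compound.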
CHRM4 PAM: positive allosteric modulators of human muscarinic M4 receptor; activation, % at 3 µM; 360,000 compounds, 0.4% hits; CHO-K1 hM4/Gqi5, Fluo-8 calcium fluorescence, ACh EC20; 0% = ACh EC20, 100% = maximal ACh; AID 624126; P08173;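 active means activation above its plate's cutoff, the mean activation of sample wells plus 3 SD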; further: some results filed as inactive read as strong as hits
Target sequence (P08173 whole entry, looked up): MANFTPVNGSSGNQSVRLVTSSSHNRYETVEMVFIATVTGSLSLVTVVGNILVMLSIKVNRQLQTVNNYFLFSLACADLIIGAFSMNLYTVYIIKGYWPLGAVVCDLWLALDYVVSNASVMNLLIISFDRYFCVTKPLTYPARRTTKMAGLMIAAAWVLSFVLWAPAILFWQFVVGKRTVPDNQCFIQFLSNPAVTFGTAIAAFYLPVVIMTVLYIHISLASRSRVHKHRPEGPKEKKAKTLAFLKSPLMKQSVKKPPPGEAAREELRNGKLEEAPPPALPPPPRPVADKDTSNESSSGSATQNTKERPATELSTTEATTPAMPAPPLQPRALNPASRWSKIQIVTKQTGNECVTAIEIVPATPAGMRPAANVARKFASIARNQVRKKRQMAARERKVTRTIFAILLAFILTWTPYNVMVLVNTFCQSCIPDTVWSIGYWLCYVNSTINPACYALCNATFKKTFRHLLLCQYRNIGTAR
M1 PAM parental: nonselective activator or artifact in parental CHO-K1 calcium assay; 360,000 compounds, 0.02% hits; ATP EC20, Fluo-8 calcium fluorescence; 0% at ATP EC20, 100% at ATP max; activation, % at 3 µM;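 active means activation above the run cutoff, the mean activation of all test compounds plus 3 SD, cut at about 40% in these data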;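 further: peak over basal fluorescence ratio in a 140 s read after ATP addition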
CHRM5 agonist: CHRM5 agonism in calcium assay. P08912. CHO-K1 hM5 cells, Fluo-8 calcium fluorescence; 0% DMSO wells, 100% maximal acetylcholine response. activation, % at 3 µM. 360,000 compounds, 0.19% hits. AID 624037;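 active means activation above the run's mean over test compounds plus 3 SD, cut at about 23% in these data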;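 further: signal is peak over basal fluorescence ratio across the kinetic read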
An asterisk follows results filed as active; . = no result given.

Order of results – CRFBP-R2 block, TAAR1 agonist, CRFR2-BP ag, TAAR1 antag, M5 antag, M5 PAM, CHRM4 PAM, M1 PAM parental, CHRM5 agonist
COc1ccc(C2(C)NC(=O)N(CC(=O)Nc3ccc(S(=O)(=O)N4CCCC4)cc3)C2=O)cc1 (stereo not drawn)
 : -37, 5, 6.4, -5, 8, 0, -1, 16, -1
CCOC(=O)C1C(c2ccc(Cl)cc2)NC(=S)NC1(O)C(F)(F)F (stereo not drawn)
 : 8, 12, -0.1, -5, 8, -10, -17, 9, -7
COC(=O)Nc1cc([N+](=O)[O-])ccc1OC
 : 7, 4, -0.3, -17, -5, 7, 1, 21, 0
CCOc1ccccc1NC(=S)NCCc1ccccc1
 : 1, 6, 0.6, -4, -3, 4, 2, -15, -7
COc1ccc(NC(=O)c2cccc(S(=O)(=O)N3CCN(c4ccccc4)CC3)c2)c(OC)c1
 : 5, 5, 0.1, -5, 2, -2, -2, 10, 0
COC(=O)CC1=Nc2ccccc2NC(=O)C1
 : -7, 9, -0.7, 15, 6, 0, -1, 14, -5
CCc1ccccc1NC(=O)CC1CS(=O)(=O)CC1CC(=O)Nc1ccccc1CC (stereo not drawn)
 : -7, 0, 10.0, -9, -9, 4, 10, 24, -2
Cc1ccc(-n2nc(C)cc2Nc2ncc(Cl)cc2Cl)cc1
 : -15, 4, -0.8, -24, 8, -19, -12, 8, -10
Cn1cc(C(=O)Nc2cccc(F)c2)cn1
 : -37, 6, 5.3, -9, -2, 4, 5, 9, -1
O=c1[nH]c(CSc2nnc(Nc3ccccc3)s2)nc2ccccc12
 : 2, 5, 0.9, 21, -4, 4, -12, -4, -6
Cc1cc2nc(CCN(C(=S)NCC3CCCO3)C3CCCC3)[nH]c2cc1C (stereo not drawn)
 : -7, -2, -0.9, -12, 5, 1, 0, 10, 1
Cc1ccc(C(=O)NCC(=O)OCCOc2cccc(Cl)c2)cc1
 : -8, -2, 0.6, -11, 5, -2, -3, -16, -2
COc1cc2c(cc1NC(=O)/C=C/c1ccccc1)oc1ccccc12
 : -17, 5, -1.8, -7, -3, 4, 9, 1, -1
O=C(NC1CCCN(CCc2ccccc2)C1)c1c[nH]c2ccccc12 (stereo not drawn)
 : -14, 4, -0.8, 11, 10, -6, -5, 10, -14
COc1ccc(C(C(=O)NC2CCCC2)N(C(=O)c2snc(-c3ccc(F)cc3)c2N)c2ccc(F)cc2)cc1 (stereo not drawn)
 : -2, 7, 11, -10, 4, -6, -2, 4, 0
FC(F)(F)c1cccc(Oc2cc(C(F)(F)F)nc(-c3ccccn3)n2)c1
 : -10, 8, 1.9, 12, -3, 3, -8, -4, 3
Cc1ccccc1N1CCN(C2CCCN(C(=O)c3cn4cccc(C)c4n3)C2)CC1 (stereo not drawn)
 : -6, 14, 0.1, 57*, 10, -6, -13, -13, 4
CCOC(=O)C1(CC/C(C)=N\NC(N)=O)CC(C)(C)OC1=O (stereo not drawn)
 : 49, -1, -1.4, 6, 0, -2, -4, 22, 0
COc1ccc(NC(=O)CN2C(=O)COc3ccc(S(=O)(=O)N4CCCCC4)cc32)cc1OC
 : -4, -1, -0.6, -8, 2, 3, 9, 18, -4
O=C(O)C1(O)C[C@H](O)C(O)[C@@H](O)C1 (stereo partly drawn)
 : -16, 2, -2.5, -4, -3, -1, 3, 6, 0
CC(=O)N(C)/C=C1\Sc2ccccc2C1=O
 : 23, 3, 0.1, -19, 5, -1, -1, 6, -1
Nn1c(SCC(=O)Nc2ccc(F)cc2)nnc1-c1cccnc1
 : 6, 5, -1.6, 7, -2, 4, 8, 24, -3
CC(=O)N1c2ccccc2C2CCCC[C@@H]21 (stereo partly drawn)
 : 2, 7, 0.3, 25, 1, 8, 17, 16, 1
Cc1nc(N2CCN(C(=O)c3ccco3)CC2)c(C#N)c2c1CCCC2
 : -12, 9, 1.1, 46, 2, -2, 1, -21, -3
COc1ccccc1/C=C/C=N/NC(=O)c1ccco1
 : 11, 5, -1.2, -9, -1, -1, -6, 11, 3
Cn1c(=O)c2c(-c3ccccc3)n(-c3cccc(Br)c3)cc2n(C)c1=O
 : ., 0, ., -10, -1, -4, 3, 26, -2
Fc1ccc(CN2C3=NCCCN3c3ccccc32)cc1
 : 17, 11, -3.6, 1, -6, 6, -1, 23, -8
Cc1ccc(N(CC(=O)NC(C)C)C(=O)CCC(=O)Nc2nccs2)c(C)c1
 : 20, 3, -2.4, -10, 1, 1, 0, 10, -3
CC(=O)C1=C(O)C(=O)N(CCNCCO)C1c1ccccc1 (stereo not drawn)
 : -4, 4, 1.3, -3, -1, -3, 3, 9, 0
Cc1ccc(C)c(N2CCN(C(=O)Cn3cccc3)CC2)c1
 : 17, 5, 1.2, -2, -8, 4, -12, 16, 0
CC1CN(S(=O)(=O)c2cc(C(=O)N(C)Cc3cccs3)ccc2Cl)CC(C)O1 (stereo not drawn)
 : -17, 5, -1.3, -16, 13, -18, 0, 13, 5
O=C(NNC(=O)c1ccccc1[N+](=O)[O-])c1ccc(NC(=O)c2ccccc2)cc1
 : 1, 1, -1.4, 1, 18, -5, -2, 6, -5
Cc1sc2ncnc(SCC(=O)N3CCN(C(=O)c4ccco4)CC3)c2c1C
 : -1, ., -0.2, ., -3, -4, -11, -6, 1
CC(=O)N/N=C/c1ccccc1OCCOc1cccc(C)c1
 : 0, -1, 0.1, -2, 8, 3, 2, 12, -5
COCCn1c(=O)[nH]c2cc(C(=O)NCCc3ccc(OC)c(OC)c3)ccc2c1=O
 : 0, 3, -0.2, -3, 2, -2, 1, 22, -2
O=C(CC(NCc1ccccn1)C(=O)O)Nc1ccccc1Cl (stereo not drawn)
 : 0, 0, -0.2, -5, -8, 0, 7, 3, -3
CCCN(C)C[C@@H]1OCCCC[C@@H](C)Oc2ccc(NC(=O)c3ccccc3)cc2C(=O)N([C@H](C)CO)C[C@@H]1C
 : ., 0, ., -17, 3, -5, 1, 4, 0
Cc1cc(C)c(C)c(S(=O)(=O)NC2CCCCC2)c1C
 : 1, 5, 0.0, -10, 0, -3, -5, -3, -2
CC1=CC(C)(C)N2C(=O)C3(C(C#N)=C(N)Oc4cc(C)oc(=O)c43)c3cccc1c32 (stereo not drawn)
 : -33, 12, 0.1, 8, 5, -8, -5, 18, -3
O=C(N/N=C\c1ccc(F)cc1)c1csnn1
 : 8, 12, -0.5, -4, 3, 3, 9, 6, -3
COc1ccc2oc(C(=O)OCC(=O)Nc3ccc(C(=O)N(C)C)cc3)c(C)c2c1
 : 4, -1, -0.9, -9, 5, 0, 1, -14, 1
O=C(Oc1ccc(C(=S)N2CCOCC2)cc1)c1cc([N+](=O)[O-])cc([N+](=O)[O-])c1
 : 16, 1, -0.2, 4, 2, 2, 2, 18, -3
Cc1ccccc1-c1nc(S(=O)(=O)c2ccccc2)c(N2CCCC2)o1
 : 8, 0, 0.3, -10, 7, -7, 9, -16, 0
CCCNC(=O)c1ccc(Cn2c(=S)[nH]c3c([nH]c4ccc(OC)cc43)c2=O)cc1
 : 3, -1, 0.1, 8, -10, 6, 8, 22, 3
Cc1cc(Cl)c(O)c(-n2nc3ccccc3n2)c1
 : -4, 4, -1.6, -22, 7, -1, -9, 20, -5
O=C(NNC(=O)c1cc(-c2cccc(Br)c2)nc2ccccc12)c1csc(N2CCOCC2)n1
 : 5, 10, 4.6, 39, 11, -23, -10, -3, 4
COc1ccccc1C(C)NC(=O)Cc1ccc(S(=O)(=O)N2CCOCC2)s1 (stereo not drawn)
 : -17, 1, 0.3, -8, 7, 5, 13, 1, -1
CCN1CCN(Cc2c(O)ccc3c2O/C(=C\c2ccccc2)C3=O)CC1
 : -23, 5, 28, 2, -3, 1, 0, 20, -6
CCC(C(=O)NCc1ccco1)N(C(=O)CNS(=O)(=O)c1ccc(F)cc1)c1ccccc1F (stereo not drawn)
 : 1, 3, -0.9, -10, 12, -2, -5, 10, -3
COc1ccc(NC(=O)CSc2nnc(-c3ccc(C)cc3)n2N)cc1
 : 16, 14, 0.0, 1, -10, 7, 3, 23, -4
COc1ccccc1NCc1ccc([N+](=O)[O-])s1
 : 6, -2, -1.2, -20, 1, 1, 2, 6, -3
COCCCNC(=O)C1CC(=O)N(c2ccc(C)cc2)C1 (stereo not drawn)
 : -3, 12, -0.3, -4, 2, -2, -3, 0, 0
Cc1nc(N)c(Br)c(C)c1Br
 : -3, 1, -3.2, -3, -6, 9, 7, -1, -3
CCOC(=O)Cn1c(=NC(=O)CSC(C)=O)sc2cc(F)ccc21
 : 2, 0, -0.9, -2, -4, -3, 1, -7, 1
Cn1c(CCN2CCOCC2)nc2cc(NC(=O)COc3ccccc3)ccc21
 : -7, 10, -0.2, 5, -5, 1, -2, -2, -1
COc1ccc(S(=O)(=O)Cc2ccc(C(=O)N3CCN(c4cc(Cl)ccc4C)CC3)o2)cc1
 : 13, 1, -1.4, 49*, 5, -8, -8, -1, 0
N#CCCN(Cc1ccccc1)C(=S)Nc1ccccc1
 : 3, 0, -0.6, 1, 1, 8, 21*, 31, -4
CC1=Nc2cc(C(=O)O)ccc2Sc2ccc(Br)cc21
 : 5, 0, 0.7, 16, 2, 0, 3, 8, 2
CCCn1c(CCC(=O)O)nc2cc(S(N)(=O)=O)ccc21
 : 4, 1, -1.4, -12, 6, -2, -14, -6, 2
CCOC(=O)C1CCCN(Cc2cc(Br)c(OC)cc2OC)C1 (stereo not drawn)
 : 7, 27, -4.8, 2, -9, 8, 8, 15, -1

Only M5 antag and TAAR1 antag (three entries from above):
Compound,M5 antag,TAAR1 antag
COCCCNC(=O)C1CC(=O)N(c2ccc(C)cc2)C1 (stereo not drawn),2,-4
Cn1c(CCN2CCOCC2)nc2cc(NC(=O)COc3ccccc3)ccc21,-5,5
N#CCCN(Cc1ccccc1)C(=S)Nc1ccccc1,1,1

Continuation:
Order of results – CRFBP-R2 block, TAAR1 agonist, CRFR2-BP ag, TAAR1 antag, M5 antag, M5 PAM, CHRM4 PAM, M1 PAM parental, CHRM5 agonist
CCCCn1c(N)c(N(CC(C)C)C(=O)C2CCCN(C(=O)c3ccc(Cl)cc3)C2)c(=O)[nH]c1=O (stereo not drawn)
 : 0, 0, 5.9, -7, 2, 9, 10, 8, -2
CCOc1ccc2nc(NC(=O)c3ccc(OCC4CCCO4)cc3)sc2c1 (stereo not drawn)
 : -78, 13, 3.5, 39, 0, 2, -6, 16, 19
COc1ccccc1Oc1ccc2c(c1)C(=O)N(c1cccc3ncccc13)C2=O
 : 17, 12, 2.1, 46, 39*, -20, -12, 1, 10
COc1ccc(-c2nc(-c3ccncc3)no2)cc1
 : 6, 2, -1.7, -22, 8, -2, 7, 11, -1
CCc1cc2c(-c3ccccc3)cc(=O)oc2cc1OC(=O)c1cccs1
 : 0, 4, -1.2, 1, -3, 1, 2, 14, 0
